# High-throughput results from PubChem.
# ALOX12 inh – inhibitors of human 12S-lipoxygenase ALOX12; 580,000 tested, 1.1% active; Potency, µM (highest dose often 108 µM), without a hit: top-dose activity change, negative = inhibition, hits mostly inhibitors; purified 12hLO, xylenol orange hydroperoxide absorbance; active means well fitted inhibition curve with a large enough effect; inconclusive means small, poorly fitted or top-dose-only effect, or another doubt; inactive means no such curve, though single readings can be large or run the other way
# Target sequence (P18054 whole entry, looked up): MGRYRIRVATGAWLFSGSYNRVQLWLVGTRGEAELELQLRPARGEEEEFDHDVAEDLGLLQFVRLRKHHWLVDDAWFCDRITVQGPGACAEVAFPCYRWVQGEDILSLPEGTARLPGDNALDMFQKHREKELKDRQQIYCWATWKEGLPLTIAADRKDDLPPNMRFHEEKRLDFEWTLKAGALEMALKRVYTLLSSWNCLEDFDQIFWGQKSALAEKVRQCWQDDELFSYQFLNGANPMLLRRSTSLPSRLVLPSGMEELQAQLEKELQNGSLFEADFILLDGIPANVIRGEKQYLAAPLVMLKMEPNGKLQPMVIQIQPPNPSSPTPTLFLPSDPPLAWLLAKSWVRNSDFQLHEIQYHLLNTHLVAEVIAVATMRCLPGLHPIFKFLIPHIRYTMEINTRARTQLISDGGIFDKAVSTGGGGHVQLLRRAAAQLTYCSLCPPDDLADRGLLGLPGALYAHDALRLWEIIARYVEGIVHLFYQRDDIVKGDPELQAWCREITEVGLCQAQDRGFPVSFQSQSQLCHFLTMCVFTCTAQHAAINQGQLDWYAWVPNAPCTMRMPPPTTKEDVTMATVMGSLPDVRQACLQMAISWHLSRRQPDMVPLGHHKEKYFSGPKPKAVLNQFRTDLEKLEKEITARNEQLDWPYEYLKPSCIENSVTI
#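 Purified human 12hLO at 150 nM in 25 mM Hepes, 0.01% Triton X-100, pH 7.0, preincubated 15 min at room temperature with compound. Reaction started with 40 uM arachidonic acid, 30 min at room temperature. Hydroperoxide measured by Fe-xylenol orange, 573/405 nm absorbance ratio.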
# Starred values were filed as active, the others as inactive; ? = inconclusive; [ ] = remark or other dose. On the % scale 0 is the no-effect control and ±100 the full control effect; potency means the concentration at half of the fitted maximal effect.
SMILES | ALOX12 inh
Cc1cccc([C@H]2C[C@@H](O)[C@@H](O)[C@@H]2NCC(C)(C)O)c1 | 49%[activator][176 µM]
Cc1nn2c(c1-c1ccnn1C(C)C)N(Cc1cccc(C#N)c1)CCC2 | ?
CC(=O)Oc1c(-c2ccc(NC(=O)c3cccs3)cc2)c(-c2cccc(F)c2)nn1-c1ccccc1 | 4%
COc1ccc(CCC(=O)N2C[C@@H](Oc3ccccc3)C[C@@H]2C(=O)N2CCOCC2)cc1 | 2%
Cc1ccc(C)c(NC(=O)N2C[C@@H](F)C[C@H]2C(=O)N2CCCCC2)c1 | 31%
CN1CCCCCCN(C(=O)c2nccc3ccccc23)[C@H]2CCC[C@H]2C1=O | 17%
OCC1CN(Cc2cc(Br)ccc2F)CC12CCNCC2 (stereo unspecified) | 2%
Cc1ccc(C2Cn3nnc(-c4noc(-c5cc(F)ccc5Cl)n4)c3CO2)cc1 (stereo unspecified) | 12%
CN(C)c1ccc(-c2ccnc(N[C@H]3CO[C@H]4[C@@H]3OC[C@H]4OC(=O)Nc3ccc(Oc4ccccc4)cc3)n2)cc1 | ?
COc1cccc(-c2n[nH]c3c2CC(=O)N(CC2CCOCC2)C3)c1 | ?
Cc1cn2nnc(C(=O)NC3CCCCC3)c2c(=O)[nH]1 | -7%
COCCOCC1(CNCc2nccn2C)C[C@@H](O)[C@@H](O)C1 (stereo partly specified) | 23%[176 µM]
COc1ccc(C2Cn3nnc(C(=O)N4CCC(C(=O)NCc5ccc(C)cc5)CC4)c3CO2)cc1 (stereo unspecified) | 33%
CCOC(=O)C1(Cc2cccc(OC)c2)CCCN(C(=O)CSc2ccncc2)C1 (stereo unspecified) | 17%
Cc1ccccc1-n1nc(-c2c(C)nc3scc(CC(=O)N4CCCC4)n3c2=O)cc1C | -15%
Cc1cccc(OCC(=O)N2C[C@@H](CO)[C@H](c3ccccn3)C2)c1 | 8%
O=C(c1ccc(F)c(F)c1)N1CCC2(CC1)N=C(c1cccc(Br)c1)NO2 | -6%
CCCCNC(=O)Cc1csc2nc(C)c(-c3cc(C)n(-c4ccccc4CC)n3)c(=O)n12 | ?
O=C(NCc1cccs1)c1cc(C2CC2)nc2onc(C3CCCNC3)c12 (stereo unspecified) | 9%[6.33 µM]
CN1C[C@H](C(=O)NCCOc2ccccc2)C[C@H]1c1cccc(C(F)(F)F)c1 | 61%[activator][176 µM]
CO[C@H]1C(=O)N(C2CCN(C(=O)Cc3c[nH]c4ccccc34)CC2)[C@H]1c1ccncc1 | 42%[activator]
C[S+](=O)([O-])N1CC2(Cc3ccccc31)CN(C(=O)c1ccc(F)cc1)C2 | 37%[activator]
O[C@]12CCNC[C@H]1CN(Cc1cccc(N3CCOCC3)c1)CC2 | ?
Cc1ccc(-n2c(C3CCN(C(=O)c4cc(-c5ccc(F)cc5)n[nH]4)CC3)n[nH]c2=O)cc1 | ?
CCN(CC)Cc1cnc2c(C(=O)NC3CCC3)cnn2c1 | -7%
CCc1noc(-c2cn(C3CCN(C(=O)c4cccc(F)c4)CC3)nn2)n1 | 34%
C[C@H](O)[C@@H]1C(=O)N2C(C(=O)O)=C(S[C@@H]3CN[C@H](CNS(N)(=O)=O)C3)[C@@H](C)[C@@H]12 | -13%[57.4 µM]
CN1CCCCC(NC(=O)c2c(F)cccc2F)C1=O (stereo unspecified) | -11%
Cc1noc(C)c1-c1cnc(Nc2ccc(CN3CCN(C)CC3)cc2)c2c1CCO2 | 68%[activator][176 µM]
COc1ccc(Nc2cnc3ccc(-c4ccccc4)nn23)cc1 | -16%[176 µM]
CN1C(=O)c2cccn2CC1C(=O)NCc1cccs1 (stereo unspecified) | 24%
CC(C)(C)N1Cc2nnn(CC3CCCCC3)c2-c2ccccc2S1(=O)=O | 2%
O=C(CC1CCCN(c2cnn(CC3CC3)c(=O)c2)C1)NCCN1CCCCC1 (stereo unspecified) | 26%
NC(=O)Cc1c[nH]c2ncc(-c3ccc(Oc4ccccc4)cc3)cc12 | ?
C[C@]1(CO)[C@H]2Cc3sc(NC(=O)c4cccs4)nc3[C@@H](CC(=O)O)[C@]2(C)CC[C@H]1O | -1%
O=C(Nc1cccc(Cl)c1)C1CCN(c2cc(C(F)(F)F)ncn2)CC1 | 29%
CC(C)N(Cc1nccn1C)C(=O)CC(c1ccccc1)c1ccccc1F (stereo unspecified) | 17%
Cc1ccccc1C(=O)N1CCC(Cc2nc(-c3ccccc3)no2)CC1 | 37%[activator]
O=C(Nc1ccc([C@H]2OCC(=O)N(Cc3ccc(F)cc3)[C@@H]2CO)cc1)c1cccc(F)c1 | -1%
CCc1cc2c(nc1CC)CCCN2S(=O)(=O)c1c(C)noc1C | -4%
CCCN(CC1CCOC1)C(=O)CCCc1ccccc1 (stereo unspecified) | 28%
CCCCCCCCCCC(C(=O)O)C1(C(=O)O)CCC(=O)O1 (stereo unspecified) | -6%
COC(=O)CCNC(=O)C1c2ccccc2C(=O)N(C2CCCC2)C12CCCCC2 (stereo unspecified) | 15%
CON=C(C(=O)N[C@@H]1C(=O)N2C(C(=O)O)=C(CSC(=O)c3ccco3)CS[C@H]12)c1csc(N)n1 | -30%[57.4 µM]
CC(C)N(C)Cc1nnnn1CC(=O)NCCn1ncc2ccccc2c1=O | 34%[activator]

# Among those listed so far, 4 contain a thiophene ring, fused or not.
SMILES | ALOX12 inh
CC(=O)Oc1c(-c2ccc(NC(=O)c3cccs3)cc2)c(-c2cccc(F)c2)nn1-c1ccccc1 | 4%
O=C(NCc1cccs1)c1cc(C2CC2)nc2onc(C3CCCNC3)c12 (stereo unspecified) | 9%[6.33 µM]
CN1C(=O)c2cccn2CC1C(=O)NCc1cccs1 (stereo unspecified) | 24%
C[C@]1(CO)[C@H]2Cc3sc(NC(=O)c4cccs4)nc3[C@@H](CC(=O)O)[C@]2(C)CC[C@H]1O | -1%

# Back to the main list, repeating the 2 entries before the break.
SMILES | ALOX12 inh
CON=C(C(=O)N[C@@H]1C(=O)N2C(C(=O)O)=C(CSC(=O)c3ccco3)CS[C@H]12)c1csc(N)n1 | -30%[57.4 µM]
CC(C)N(C)Cc1nnnn1CC(=O)NCCn1ncc2ccccc2c1=O | 34%[activator]
COCCn1ncc(N2CCC(NC(=O)CCC(C)C)CC2)cc1=O | 22%
CC(=O)Nc1ccc(NC(=O)c2c(C)oc3ccn(Cc4ccc(F)cc4)c(=O)c23)cc1 | -7%
Cc1n[nH]c(C)c1C(N)C(=O)N(Cc1cccnc1)Cc1cccnc1 (stereo unspecified) | ?
O=C(CN1C(=O)NC(c2ccccc2Cl)C2=C1COC2=O)NCc1ccc2c(c1)OCO2 (stereo unspecified) | 20%
Cc1nocc1C(=O)N1C[C@@H](CO)[C@H](c2ccccn2)C1 | 34%[activator]
CN1C(=O)c2cccn2CC1CNC(=O)C1(S(=O)(=O)c2ccc(Cl)cc2)CC1 (stereo unspecified) | 17%
CC(C)CCNC(=O)N1CC(c2nnc(-c3ccncc3)o2)C2(CCOCC2)C1 (stereo unspecified) | 3%
O=C(c1ccccc1)N1CCn2c(nn(-c3ccc(F)cc3)c2=O)C1 | -1%[176 µM]
COc1cc(C)c(-c2nc(Cn3cncn3)c(C)o2)cc1C | 32%[activator]
Cc1cccc(C)c1NC(=O)CN1C(=O)NC2(CCCCC2)C1=O | ?
C=CCN(CC=C)Cc1nnc2cc(-c3nc(-c4ccccc4)no3)ccn12 | 57%[activator]
CC(C)CCCC1CN(C(=O)CN2CCCC2=O)CCO1 (stereo unspecified) | 36%
CNC(=O)[C@H]1C[C@H](Oc2cccnc2)CN1S(=O)(=O)Cc1ccccc1F | 40%[activator]
CCNc1ncc(C(=O)N2CCN(CCCCOC)CC2)cn1 | 1%
Cc1ccc(-n2c(C3CCN(C(=O)c4ccc5ccccc5n4)CC3)n[nH]c2=O)cc1 | -12%
CS(=O)(=O)N1CCCCCCNC(=O)[C@@H]2CCC[C@@H]21 | 25%
Cc1ccc(C(=O)NCCn2ccn3nc(-c4ccc(F)cc4)cc3c2=O)s1 | -3%
CNC(=O)[C@@H]1C[C@H](Oc2ccccc2)CN1C(=O)c1ccc2ccccc2n1 | 21%
O=C([C@H]1C[C@H](Oc2ccccc2)CN1C(=O)c1cccc(F)c1)N1CCOCC1 | 41%[activator]
COc1ccc(CNC(=O)CC[C@@H]2CNC(=O)[C@@H]3C[C@H](NCc4cn(C)c5ccccc45)CN23)cc1 | 30%[activator]
CN1C(=O)Cc2ccccc2C1C(=O)NCc1ccccc1 (stereo unspecified) | 10%
O=C(c1ccccc1F)N1CCC2(C1)C(=NC1CCCC1)NC(=O)N2c1cccnc1 (stereo unspecified) | 3%
Cn1ncc(N2CCCC(CC(=O)NC3CCN(Cc4ccccc4)CC3)C2)cc1=O (stereo unspecified) | 10%
CCCNC(=O)Cc1csc2nc(C)c(-c3cc(C)n(-c4cc(Cl)ccc4C)n3)c(=O)n12 | -22%
COC(=O)CCC(=O)N[C@H]1CO[C@H]2[C@@H]1OC[C@H]2OCc1ccccc1 | 20%[176 µM]
CCOC(=O)C1CCN(C(=O)Cc2ccc(N(Cc3cccc(F)c3)C(=O)c3ccco3)cc2)CC1 | 34%[activator]
O=C(O)CCCC(=O)N1Cc2ccccc2CC2(CCCN(Cc3ccncc3)C2)C1 (stereo unspecified) | ?
COc1ccc(CC(=O)N2CC[C@@H](CC(=O)O)[C@@H](CCN(C)CCN(C)C)C2)cc1 | 7%[176 µM]
COC(=O)C1=C(C)N(Cc2ccccc2C(F)(F)F)C(=NCc2ccc(OC)cc2)NC1c1ccc(C(F)(F)F)cc1 (stereo unspecified) | ?
CCOCc1nc(C2CCCN(C(=O)c3ccc(F)c(F)c3)C2)no1 (stereo unspecified) | 17%

# More records follow.
SMILES | ALOX12 inh
CCn1cc(C(=O)NC2CCc3nnc(C4CC4)n3CC2)cn1 (stereo unspecified) | 18%
Cc1ccccc1C(=O)Nc1ccc(C(=O)N2CCCC(N(C)C)c3ccccc32)cc1 (stereo unspecified) | -4%[22.9 µM]
COc1ccccc1CC(=O)N1CCC(Cc2nc(-c3ccc(F)cc3)no2)CC1 | -7%
Cc1ccc(C(=O)N2CC(c3nnc(C(C)C)o3)C3(CCOCC3)C2)cn1 (stereo unspecified) | 39%[activator]
Cc1cc(C)cc(-c2ccc(CN3C4CCC3CN(C(=O)Nc3ccccc3F)C4)cc2)c1 | 2%[6.33 µM]
COC(=O)[C@H](C(C)C)N(CCCc1cn(Cc2ccc(C)cc2)nn1)S(=O)(=O)c1ccccc1Br | 12%
Cc1cc(N2CCC3(CC2)C(C(=O)O)CC(=O)N3C)ccn1 (stereo unspecified) | 2%
C[S+](=O)([O-])N1Cc2ccccc2CC2(CCN(CC3CCNCC3)CC2)C1 | 2%[6.33 µM]
CC(C)c1nnc(C2CN(C(=O)c3nccc4ccccc34)CC23CCOCC3)o1 (stereo unspecified) | 53%
COCCCNc1ncnc2c1CN(c1ccccc1)C(=O)CN2C | 1%
C#CCNC(=O)CC[C@H]1CNC(=O)[C@@H]2[C@@H](CCN2Cc2csnn2)N1C | 62%[activator][176 µM]
Cc1noc(C)c1-c1cc2cc(C(C)C)oc2c(NC2CCN(C)CC2)n1 | -1%[176 µM]
O=C1NC(=NC2CCCC2)C2(CCN(CC3CC3)C2)N1c1cc(F)cc(F)c1 (stereo unspecified) | 11%[6.33 µM]
CC1=NS(=O)(=O)N(Cc2cccc(C)c2)C=C1C(=O)O | 18%
Cc1cc(F)ccc1CC(=O)N1CC[C@H](N(C)C)[C@H](CCC(=O)O)C1 | 11%
O=C(c1ccco1)N1CC(F)(F)C[C@H]1c1nc(-c2ccncc2)no1 | ?
COc1ccc(OCc2cc(C(=O)NCCc3nc(C)c(C)s3)no2)c(Cl)c1 | 8%
Cc1cc(C)cc(C(=O)N2CC(C(=O)NCCc3ccncc3)C3(CCOCC3)C2)c1 (stereo unspecified) | 8%
O=C1CCCN1CCCN1C(=O)[C@H]2CN(Cc3ccc(Cl)cc3)C[C@H]2C1=O | 49%[activator]
O=C(C[C@@H]1CCNC[C@@H]1Cc1cc(CSc2ccccc2)on1)N1CCCCC1 | 22%[176 µM]

# Given field by field: part of the list above
SMILES: Cc1cc(F)ccc1CC(=O)N1CC[C@H](N(C)C)[C@H](CCC(=O)O)C1
- ALOX12 inh = 11%
SMILES: CC(C)c1nnc(C2CN(C(=O)c3nccc4ccccc34)CC23CCOCC3)o1 (stereo unspecified)
- ALOX12 inh = 53%

# Other compounds follow:
SMILES | ALOX12 inh
O=C(CCC1CCCC1)N1CCC(c2nc(C3CCOCC3)no2)C1 (stereo unspecified) | 34%
O=C(c1cc(Br)cn2ccnc12)N1CCC(N2CCCCCC2=O)CC1 | 10%
CCCCn1c(CN(C)Cc2[nH]c3ccccc3c2C)cnc1S(=O)(=O)CC | 46%[activator]
CCOCc1nc(C2CCCN(C(=O)Cc3cccc(C)c3)C2)no1 (stereo unspecified) | 36%[activator]
O=C(NCc1ccccc1-n1cncn1)C12CNCC1CNC2 (stereo unspecified) | ?
Cn1cnc(S(=O)(=O)N2CC(Oc3ccc(-c4nc(-c5ccccc5)no4)cc3)C2)c1 | 12%
COc1ccc(C(=O)Nc2ccc([C@H]3OCC(=O)N(C)[C@@H]3CO)cc2)cc1 | 55%[activator][176 µM]
Cn1c(CO)nnc1CC1CCN(C(=O)c2ccc3ccccc3n2)CC1 | 20%
COc1ccc(OC2CN(Cc3ccc(C#N)cc3)C2)cc1 | 5%[6.33 µM]

# Arranged by value in ALOX12 inh (highest first): three from the list above.
SMILES | ALOX12 inh
CC(C)c1nnc(C2CN(C(=O)c3nccc4ccccc34)CC23CCOCC3)o1 (stereo unspecified) | 53%
CCn1cc(C(=O)NC2CCc3nnc(C4CC4)n3CC2)cn1 (stereo unspecified) | 18%
Cc1cc(F)ccc1CC(=O)N1CC[C@H](N(C)C)[C@H](CCC(=O)O)C1 | 11%

# Only part of the results is shown; the hit share may differ from the screen's.
